LmPK inhibitor: blocks Leishmania mexicana pyruvate kinase activity; Q27686; purified LmPK, Kinase-Glo ATP luminescence, 1 h; Potency, µM (series often up to 57.5 µM), for the others: at the top dose activity change, negative = inhibition, actives largely listed as inhibitors; 0.37% of 290,000 active; AID 1721; further: potency means the concentration at half of the fitted maximal effect; on the % scale 0 is the no-effect control and ±100 the full control effect
Target sequence (Q27686 whole entry, looked up): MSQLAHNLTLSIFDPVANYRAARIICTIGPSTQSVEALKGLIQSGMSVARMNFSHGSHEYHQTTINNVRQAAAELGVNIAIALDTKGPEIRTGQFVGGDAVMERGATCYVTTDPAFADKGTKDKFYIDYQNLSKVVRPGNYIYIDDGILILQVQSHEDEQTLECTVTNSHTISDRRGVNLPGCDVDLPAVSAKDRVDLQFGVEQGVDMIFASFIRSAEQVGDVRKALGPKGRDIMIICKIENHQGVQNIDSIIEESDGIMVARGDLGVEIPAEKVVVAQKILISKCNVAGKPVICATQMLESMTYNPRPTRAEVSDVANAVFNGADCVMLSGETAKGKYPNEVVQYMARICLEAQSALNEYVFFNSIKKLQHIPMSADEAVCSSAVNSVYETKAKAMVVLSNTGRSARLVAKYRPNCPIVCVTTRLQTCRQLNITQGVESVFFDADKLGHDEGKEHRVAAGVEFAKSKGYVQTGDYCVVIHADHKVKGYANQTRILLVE
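qHTS format; LmPK 0.1 nM; substrates PEP 0.5 mM and ADP 0.1 mM. One-hour room-temperature incubation, then coupled luciferase luminescence; 0.5 nM enzyme wells mark activation.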
HCV inh: blocks hepatitis C virus. Potency, µM (titrated, usually from 41.8 µM), without a hit: top-dose activity change, negative = inhibition, usual class: inhibitors. Huh7.5.1 HCVcc-Cre infection, luciferase reporter, 44 h. AID 651820. 3.4% of 340,000 active; further: potency means the concentration at half of the fitted maximal effect; on the % scale 0 is the no-effect control and ±100 the full control effect
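Infectious HCVcc-Cre (~0.5 moi) was added to cells just after compound, with cells seeded 4 h earlier at 1,000 per well. Luciferase activity after 44 h culture reported infection; substrate was incubated 15 min at room temperature before reading.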
Pf growth 96h: P. falciparum growth inhibition at 96 hour, primary screen for plastid delayed-death inhibitors; P. falciparum luciferase reporter growth, 96 h; 6.9% of 320,000 active; Potency, µM (highest dose often 28.7 µM), for inactives: at the top dose activity change, negative = inhibition, usual class: inhibitors; further: potency means the concentration at half of the fitted maximal effect; on the % scale 0 is the no-effect control and ±100 the full control effect
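Two-generation exposure (96 h) targets delayed-death phenotype. Reporter parasites carrying integrated firefly luciferase, in red cells at 2% hematocrit and 0.05% parasitemia final, kept at 37 C, 5% CO2; luminescence loss indicates inhibition.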
Shiga toxin inh: inhibitors of Shiga toxin in Vero cells; Vero cells, Shiga toxin protein synthesis inhibition reporter; 9.2% of 290,000 active; inhibition, % at 38.7 µM; in the data active means inhibition mostly above about 28%, no sharp cut-off; inactive means mostly below about 43%; further: 0% is about no effect
Pf growth 48h: P. falciparum growth inhibition at 48 hours (one generation) | P. falciparum luciferase growth in erythrocytes, 48 h | Potency, µM (titrated, usually from 28.7 µM), for the others: top-dose activity change, negative = inhibition, actives largely listed as inhibitors | AID 504832 | 5.9% of 310,000 active; further: potency means the concentration at half of the fitted maximal effect; on the % scale 0 is the no-effect control and ±100 the full control effect
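Read-out is firefly luciferase luminescence from an integrated reporter in P. falciparum, so falling signal marks reduced parasite growth. Infected erythrocytes were at 2% hematocrit and 0.1% parasitemia (final) in Albumax-supplemented RPMI 1640.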
Tb PYK inh: T. brucei pyruvate kinase inhibition. AID 624173. Potency, µM (top dose mostly 76.8 µM), for inactives: at the highest dose activity, negative = inhibition, usual class: inhibitors. 0.12% of 410,000 active. TbPYK enzyme, Kinase-Glo Plus ATP luminescence, 45 min. Q57TT1; further: potency means the concentration at half of the fitted maximal effect; on the % scale 0 is the no-effect control and ±100 the full control effect; nearly all actives have a fitted effect of over 50% in size
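Luminescent Kinase-Glo Plus end-point after 45 min room-temperature reaction of T. brucei pyruvate kinase started with 130 uM ADP (final). Buffer TEA 50 mM pH 7.2 with KCl, MgCl2, BSA, Tween-20; titration-based qHTS with fitted concentration-effect curves.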
CHX counter: counter-screen hit for Shiga toxin inhibitors, cycloheximide | cell reporter, cycloheximide protein synthesis inhibition counterscreen | max response, % | 12% of 300,000 active | AID 2314; in the data active means max response mostly above about 13%, no sharp cut-off; inactive means mostly below about 14%; further: read at 38.3 µM for the half of the compounds with a filed dose; 0% is about no effect
An asterisk follows results filed as active; ? = inconclusive; . = not tested or not shown; [ ] = another dose, or the depositor's remark. Unless noted, the call rests on the fitted dose curve; in most records, active means well fitted curve in the direction sought with a large enough effect; inconclusive means small, poorly fitted or top-dose-only effect, or another doubt; inactive means no such curve, though single readings can be large; an effect the other way counts as inactive or inconclusive.

molecule,CHX counter,Pf growth 48h,Shiga toxin inh,LmPK inhibitor,Tb PYK inh,Pf growth 96h,HCV inh
Cc1ccc(/C=N/N2CCN(c3ccncc3S(=O)(=O)N3CCCCC3)CC2)cc1,-2,-18%,-7,-3%,-11%,-8%,18%
CC(=O)c1cccc(NC(=O)CN2C(=O)NC3(CCCCCCC3)C2=O)c1,-4,8%,23,-1%,2%,104%[activator],-16%
COCCOc1ccc(C(F)(F)F)cc1NC(=O)COC(=O)c1cc[n+]([O-])cc1,.,?,.,.,-1%,-1%,10%
Cc1ccc(-c2cc([C@H]3[C@H]4C=CC[C@@H](C)[C@@H]4C(=O)N3Cc3ccccc3)ccc2F)cc1,2,10µM*,18,1%,2%,?,8%
COc1cccc(NC(=O)CN(C)C(=O)c2ccc(Cl)c(S(=O)(=O)N3CCCCCC3)c2)c1,.,?,.,.,2%,?,?
O=S(=O)(c1ccc(Cl)s1)N1CCC2(CC1)OCCO2,2,5%,7,9%,-3%,-6%,8%
O=[N+]([O-])c1ccc(-c2csc(NN=C3CCCC3)n2)cc1,-2,0%,-5,2%,6%,?,8.9µM*
CC(C)(C)[C@H]1C=C(C(=O)NCc2nc3ccccc3[nH]2)O[C@@H](OCc2ccc(CO)cc2)C1,-3,?,-3,1%,6%,?,-28%
Cc1ccc(-n2nc(-c3ccc(OC(F)(F)F)cc3)cc2N)cc1C,15*,-62%,33,-4%,0%,-11%,9%
Cn1ncc(Cl)c1C(=O)Nc1ccc(Cl)cn1,15,32%[activator],45*,-3%,1%,27%,11%
COc1cccc(OC)c1CNC(=O)C1CCC(=O)N(CC2CCCCC2)C1 (configuration not stated),9,?,-2,2%,-2%,-1%,-15%
Cc1cccc(NC(=O)CCCN2C(=S)NC(C)(C)CC2C)c1C (configuration not stated),-3,-18%,-10,1%,4%,?,-15%
CCOC(=O)C(C)CC(C)C(=O)N1CCOCCOCCN(C(=O)C(C)CC(C)C(=O)OCC)CCOCC1 (configuration not stated),-2,?,-23,-3%,0%,27%,-4%
Cc1c(C(=O)N2CCOCC2)sc(NC(=O)CCl)c1C#N,-3,2.1µM*,-4,-1%,-1%,-23%,-9%
O=C(O)CC(C(=O)Nc1cccc(C(F)(F)F)c1)C1CCCO1 (configuration not stated),-5,9%,-18,4%,0%,-24%,4%
COc1ccc(/C=N/NC(=O)c2cc(-c3cccn3C)n[nH]2)cc1OC,-3,13µM*,-12,0%,-6%,1.9µM*,-22%
CN1CCN(C(=O)c2ccc(Cl)c(S(=O)(=O)N3CCCCC3)c2)CC1,6,?,4,6%,3%,32%,6%
NC(=O)CC(NC(=O)Cc1cccc2ccccc12)c1ccc(N2CCC(Br)CC2)c([N+](=O)[O-])c1 (configuration not stated),-4,2%,-7,7%,2%,34%[activator],-30%
COc1ccc([N+](=O)[O-])cc1NC(=O)CCC(=O)c1cccs1,2,33%[activator],28,0%,0%,5%,?
CCCc1cc(C(=O)Nc2ccc(F)cc2F)no1,58*,.,74*,12%,5%,9%,11%
O=C(O)[C@H](Cc1c[nH]c2ccccc12)Nc1ncccc1[N+](=O)[O-],-1,-12%,-8,2%,-2%,4%,0%
Cc1ccc(OCC(=O)N(C)CC(=O)Nc2ccc(Cl)c(C(F)(F)F)c2)c([N+](=O)[O-])n1,.,5%,.,.,1%,14%,?
CSc1cccc(CN2CCN(CCc3ccccc3)C(CCO)C2)c1 (configuration not stated),1,?,-12,3%,-11%,214%[activator],-20%
Cc1cccc2cc(C#N)c(N3CCC(O)CC3)nc12,5,14%,-11,-1%,5%,-33%,-19%
CC1(C)CC(=O)C2=C(C1)c1c(ccc3ccccc13)NC2c1cc([N+](=O)[O-])cc([N+](=O)[O-])c1O (configuration not stated),4,?,20,2%,1%,-2%,-6%

An excerpt of these results, with values under each structure:
Values run as follows: CHX counter	Pf growth 48h	Shiga toxin inh	LmPK inhibitor	Tb PYK inh	Pf growth 96h	HCV inh
- COc1cccc(OC)c1CNC(=O)C1CCC(=O)N(CC2CCCCC2)C1 (configuration not stated)
    9	?	-2	2%	-2%	-1%	-15%
- Cc1cccc(NC(=O)CCCN2C(=S)NC(C)(C)CC2C)c1C (configuration not stated)
    -3	-18%	-10	1%	4%	?	-15%
- CCOC(=O)C(C)CC(C)C(=O)N1CCOCCOCCN(C(=O)C(C)CC(C)C(=O)OCC)CCOCC1 (configuration not stated)
    -2	?	-23	-3%	0%	27%	-4%
- Cc1c(C(=O)N2CCOCC2)sc(NC(=O)CCl)c1C#N
    -3	2.1µM*	-4	-1%	-1%	-23%	-9%
- O=C(O)CC(C(=O)Nc1cccc(C(F)(F)F)c1)C1CCCO1 (configuration not stated)
    -5	9%	-18	4%	0%	-24%	4%
- COc1ccc(/C=N/NC(=O)c2cc(-c3cccn3C)n[nH]2)cc1OC
    -3	13µM*	-12	0%	-6%	1.9µM*	-22%
- CN1CCN(C(=O)c2ccc(Cl)c(S(=O)(=O)N3CCCCC3)c2)CC1
    6	?	4	6%	3%	32%	6%
- NC(=O)CC(NC(=O)Cc1cccc2ccccc12)c1ccc(N2CCC(Br)CC2)c([N+](=O)[O-])c1 (configuration not stated)
    -4	2%	-7	7%	2%	34%[activator]	-30%
- COc1ccc([N+](=O)[O-])cc1NC(=O)CCC(=O)c1cccs1
    2	33%[activator]	28	0%	0%	5%	?
- CCCc1cc(C(=O)Nc2ccc(F)cc2F)no1
    58*	.	74*	12%	5%	9%	11%
- O=C(O)[C@H](Cc1c[nH]c2ccccc12)Nc1ncccc1[N+](=O)[O-]
    -1	-12%	-8	2%	-2%	4%	0%

New compounds follow
molecule,CHX counter,Pf growth 48h,Shiga toxin inh,LmPK inhibitor,Tb PYK inh,Pf growth 96h,HCV inh
O=C(CN1CCN(Cc2ccc3c(c2)OCO3)CC1)N1c2ccccc2Sc2ccccc21,.,?,.,.,2%,?,.
C[n+]1ccc(C(=O)NCc2ccccc2)cc1,-2,18%,-1,4%,7%,-9%,7%
O=C(c1ccccc1CCc1ccccc1)N1CCCC1,4,?,10,-2%,-3%,0%,-28%
CCOc1ccc(NC(=O)c2ccc(F)c(S(=O)(=O)N3CCN(c4ccccn4)CC3)c2)cc1,-2,?,12,3%,-4%,64%[activator],.
COCCn1c(NCc2ccccc2)nc2c1c(=O)[nH]c(=O)n2C,-2,.,-9,2%,0%,?,2%
Cc1ccccc1N(C(=O)c1snc(C(N)=O)c1N)C(C(=O)NC1CCCCC1)c1ccc(O)cc1 (configuration not stated),-6,?,6,1%,3%,?,10µM*
CCCCc1ccc(S(=O)(=O)NCCc2ccncc2)cc1,-2,-12%,-20,-3%,3%,.,11µM*
CCOC(=O)c1c(NC(=O)c2cccnc2)sc(C(C)=O)c1C,-1,26%,-10,-8%,-8%,?,-17%
Cc1cccc(CSCCNC(=O)COc2ccc(Cl)cc2)c1,-2,6%,-8,-1%,3%,?,5%
CCc1nn(CCCC(=O)NCc2ccco2)c(=O)c2cc3occc3n12,18,-19%,-3,-4%,0%,?,?
OC(CCN1CCCCC1)(c1ccccc1)C1C[C@@H]2C=C[C@H]1C2 (some centres not stated),.,?,.,.,-2%,?,?
CCOC(=O)c1c(NC(=O)c2ccc(-n3cnnn3)cc2)sc2c1CCCC2,0,?,-5,-1%,-1%,0%,?
O=C(N/N=C/c1ccc(O)cc1)c1cncc(Br)c1,11,5%,21,-9%,8%,?,19%
CC(C)(C)S(=O)(=O)c1cnc(N2CCCCC2)nc1N,19*,16%,25,1%,4%,80%[activator],1%
O=C(NCc1ccccc1)NC(=O)c1ccncc1,-2,13%,-19,-2%,3%,?,-1%
Cc1ccc(NC(=O)CC2Nc3ccccc3NC2=O)cc1Cl (configuration not stated),28*,?,108*,-2%,-1%,125%[activator],?
CCc1ccc(C(O)(CNCc2ccccc2)c2ccccc2)cc1 (configuration not stated),6,?,1,0%,-1%,?,-2%
COc1ccc(-c2csc(NC(=O)CCN3C(=O)C4CC=CCC4C3=O)n2)cc1OC (configuration not stated),.,10µM*,.,.,0%,?,?
COc1ccc(N2C(=O)CC(Nc3cccc([N+](=O)[O-])c3)C2=O)cc1 (configuration not stated),10,0%,11,-9%,0%,34%[activator],-2%
CCCCC(=O)Nc1ccc(NC(=S)NC(=O)c2cccs2)cc1OC,3,33%[activator],24,2%,-1%,43%[activator],?
CC1(C)Cc2c(sc(NC(=O)C(=O)NCCCN3CCOCC3)c2C#N)CO1,4,11%,-10,-9%,-28%,-24%,7%
O=C(CN1C2CCC1CC(NC(=O)NC1CCCCC1)C2)NC1CC1 (configuration not stated),3,10%,11,3%,-11%,-22%,-4%
Cc1cccc(-n2nc([N+](=O)[O-])c(=NCc3cccnc3)n2O)c1,24,?,16,0%,6%,?,?
Cc1nc(SCc2ccccc2)nc2c1CCC2,58*,88%[activator],85*,0%,-7%,70%[activator],2%
CCOc1ccccc1NC(=O)N1CCCN(c2ncccc2C#N)CC1,-4,?,-12,1%,6%,-4%,1%

molecule,CHX counter,Pf growth 48h,Shiga toxin inh,LmPK inhibitor,Tb PYK inh,Pf growth 96h,HCV inh
O=C(c1cccc(NS(=O)(=O)c2ccc(Br)cc2)c1)N1CCCCC1,.,-10%,.,.,-8%,24%,6%
O=C(Cc1ccc(F)cc1)NCCc1cnc[nH]1,-3,14%,-6,0%,-8%,21%,15%
CCC(C)(C)NC(=O)CN(Cc1ccc2c(c1)OCO2)C(=O)CCC(=O)Nc1nccs1,-1,-8%,-9,-2%,-2%,32%[activator],3%
Cc1ccc(CS/C(Nc2ccccc2C)=C(\C#N)C(N)=O)c(C)c1,-1,?,21,1%,-1%,?,9%
COc1cc(/C=N\NC(=O)c2nonc2N)c(OC)cc1Br,11,-5%,30,-1%,5%,-3%,5%
Cc1cccc(S(=O)(=O)Nc2cccc(-c3ccc(N4CCCCC4)nn3)c2)c1,59*,.,73*,.,0%,.,.
NNC(=S)Nc1ccc(S(=O)(=O)N2CCCCC2)cc1,0,?,-12,5%,-9%,?,-6%

Source: PubChem
